Compound activity as filed in PubChem.
INS promoter inh – TRM-6 insulin promoter activity inhibition. inhibition, % at 2 µM. 130,000 tested, 0.9% active. TRM-6 cells (human fetal islet line), insulin promoter-eGFP reporter, imaging; reporter expression induced with tamoxifen. AID 1273;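 active = inhibition above the mean plus 3 SD, with well images judged a real hit on visual review, cut at about 60% in these data, passing the limit was not always enough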
SDO1 yeast rescue – compounds rescuing growth of sdo1-depleted yeast, bone marrow failure model; S. cerevisiae sdo1-depleted JHY4D growth rescue, OD600 30 h; stronger effect = higher value; pdr5 snq2 efflux-pump mutant strain; z-score at 10 µM; 140,000 tested, 0.21% active; AID 817;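 active = z-score above 3 at both the 24 hr and the 30 hr optical density reads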;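 also: z-score against mean and SD of all compound wells on the same plate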
SDO1 yeast rescue Rescue 24 h – further read-out of SDO1 yeast rescue, marked with its call; z-score; S. cerevisiae sdo1-depleted JHY4D growth rescue, OD600; measured here: growth rescue at 24 h;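 0 is the plate mean of compound wells and units are plate SD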
* hit, by the source's call; x = not tested or not shown.

SMILES	INS promoter inh	SDO1 yeast rescue	SDO1 yeast rescue Rescue 24 h
Cc1ccnc(N2CCN(c3cc(C)c(C#N)c4nc5ccccc5n34)CC2)c1	0.0	x	x
CC(=O)N=C1SC2CS(=O)(=O)CC2N1c1ccc(-c2nc3ccc(C)cc3s2)cc1 (stereo not drawn)	-19.4	-0.39	0.58
CCCn1nnc(NC(=S)NC(=O)c2cccs2)n1	45.5	0.7	0.27
N#Cc1cc(-c2ccccc2)oc1NC(=O)c1ccco1	-194.1	-1.15	-0.81
O=c1cc(-c2cccc(F)c2)[nH]c2ccccc12	-190.5	0.35	0.06
O=C(c1ccco1)N1CCN(C(c2ccccc2Cl)c2nnnn2Cc2ccco2)CC1 (stereo not drawn)	x	-0.4	-0.24
COc1ccc(C(C)=O)cc1COC(=O)C(CO)NS(=O)(=O)c1ccc(Br)cc1 (stereo not drawn)	-66.7	x	x
Cn1c(CCC(=O)Nc2ccc(N3CCOCC3)cc2)nc(=O)c2ccccc21	x	-0.32	-0.3
CCOc1ccc2cc(/C=C/C(=O)c3ccco3)c(Cl)nc2c1	-119.4	-0.52	0.06
O=C(COc1ccc2ccccc2c1)NC1CC1	6.7	0.63	0.51
Cc1cc(C)n(CC2CC(=O)N(c3ccc(F)c(Cl)c3)C2=O)n1 (stereo not drawn)	-85.7	0.67	0.02
COc1ccc(C(=O)CCN2CCCCCC2)cc1	7.1	1.25	0.96
Cc1cccc(C)c1Nc1nnc(SCC(=O)Nc2ncc(C(F)(F)F)cc2Cl)s1	57.1	-0.33	-0.23
COc1ccc(C(=O)CSc2nnc3ccccn23)cc1OC	-36.4	x	x
c1ccc2c(c1)CC1(CCCCC1)n1nnnc1-2	19.1	-0.68	-1.44
Cc1ccc(S(=O)(=O)N2CCN(C(=O)CC(C)(C)C)CC2)cc1	36.8	x	x
CCc1nnc(NC(=O)CCC(=O)N2CCN(c3ccccn3)CC2)s1	63.9	0.77	0.13
O=C(NN=C1CCCCC1)c1cc(-c2ccccc2)n[nH]1	34.5	0.46	-0.46
CSc1cc(C)nc(NC(C)=O)n1	x	0.64	-0.02
O=C1CN(C(=O)COC(=O)c2cnc(Cl)c(Cl)c2)c2ccccc2N1	0.0	x	x
O=C1NC(=S)S/C1=C/c1ccc(N2CCOCC2)o1	-140.6	1.1	1.29
Cc1nn(C)c(C)c1CN(C)C(=O)CCCC(=O)O	68.4	1.28	-0.35
Cc1ccc(NC(=O)CS(=O)CC(=O)N(C2CCCC2)C(C)C(=O)NC2CCCCC2)cc1 (stereo not drawn)	-60.0	0.9	0.61
CCC(=O)NC1(C(F)(F)F)C(=O)NC(C)=C1C#N (stereo not drawn)	-22.7	-0.08	-0.49
CC1CCC(n2c(=S)[nH]c3ccccc3c2=O)CC1 (stereo not drawn)	80.0*	-2.75	-1.6

Next section
SMILES	INS promoter inh	SDO1 yeast rescue	SDO1 yeast rescue Rescue 24 h
Cc1ccc(CO/N=C/C2=C(Cl)c3ccccc3CC2)cc1	78.6*	1.14	1.2
C=CCNCCOCCOc1ccc(C)cc1[N+](=O)[O-]	-58.1	0.46	-0.03
NC(=O)C[n+]1ccc(/C=N/O)cc1	57.1	x	x
COc1ccc(NC(=O)CN2CCCN(S(=O)(=O)c3ccc(F)cc3)CC2)cc1	-58.1	0.13	0.69
Nc1nc(CN2CCN(c3ccccc3F)CC2)nc(Nc2ccc3c(c2)OCCO3)n1	0.0	0.13	-0.06
COc1ccc(C(=O)NCS(=O)(=O)c2ccc(C)cc2)cc1	40.0	0.25	-0.67
Cc1ccc(-c2nc3cccnc3o2)cc1NC(=O)COc1ccc(C(C)(C)C)cc1	-12.5	-1.64	-0.75
CCOc1ccc2nc(-c3cc(NC(C)=O)ccc3O)sc2c1	-78.6	x	x
Cc1ccnc2nc(C(=O)OCC(=O)Nc3ccc4c(c3)OC(F)(F)O4)nn12	-26.5	1.69	1.26
COc1cc2c(C(=O)N3CCN(C)CC3)c(CSc3ccccc3)n(C)c2cc1Br	-111.8	x	x
Cc1ccc(NC(=O)CCNC(=O)c2ccccc2Cl)cc1S(=O)(=O)N(C)C	11.1	0.34	0.53
O=C1c2ccc(Oc3ccc4c(c3)C(=O)N(CCCCO)C4=O)cc2C(=O)N1CCCCO	21.4	-0.5	-1.03
CCOc1ccc(-n2cnnn2)cc1S(=O)(=O)N1CCCCC1	x	1.54	1.68
Nc1ccccc1SCc1ccccc1	68.8	x	x
CCOc1cccc(CNCCNC(=O)c2nonc2N)c1	8.1	1.06	0.43
Cc1cccc(OCCn2cc(/C=N/NC(=O)c3ccncc3)c3ccccc32)c1	17.1	-1.12	-1.08
Cc1ccc(NC(=O)/C(=C/c2cccc([N+](=O)[O-])c2)NC(=O)C2CCCCC2)cc1	35.7	0.09	0.41
CN1CCN(C(=O)C2CC(c3c(F)cccc3Cl)=NO2)CC1 (stereo not drawn)	-16.1	1.07	1.04
NSc1nc(N)c2nc(-c3ccccc3)c(-c3ccccc3)nc2n1	0.0	x	x
Cc1cc(C)cc(NC(=O)CSc2nnc(Cc3cccn3C)n2-c2ccc(F)cc2)c1	x	-0.39	0.39
CC(C)[C@H](NS(=O)(=O)c1ccccc1)C(=O)OCn1nnc2ccccc2c1=O	-11.5	-0.43	-1.28
O=C(CSc1nncc2ccccc12)N1CCOCC1	x	1.79	1.36
Cc1ccn2cc(CNC(=O)c3cccs3)nc2c1	x	0.66	0.45
CC1CCN(C(=O)CNS(=O)(=O)c2ccc(Br)s2)CC1	8.3	-0.92	-1.14
Cc1cc(C(F)F)n2nc(C(=O)Nc3c(F)cc(F)cc3Br)nc2n1	-213.3	1.89	1.36

Later entries.
SMILES	INS promoter inh	SDO1 yeast rescue	SDO1 yeast rescue Rescue 24 h
COc1ccc2[nH]c(=O)c(CN(C(=O)c3cccnc3)c3ccccc3)cc2c1	-21.9	0.37	0.51
O=C(NCc1ccco1)c1cccnc1Cl	x	1.05	0.26
Oc1c(Br)cc(Br)cc1C=Nc1ccc2c(c1)OCO2	-2.9	-0.39	-0.5
Cc1cccc(-n2ncc(C#N)c2-n2cccc2)c1	30.3	-0.94	-0.05
O=C(Nc1nnc(SCc2ccccc2F)s1)c1ccco1	x	-0.89	-1.07
CC(C)(C)c1ccc(/C=N/OCC(=O)NCc2ccccc2)cc1	20.0	-0.86	-0.6
Oc1ccc2cccnc2c1	-27.3	0.26	-0.4
Cc1ccc(C)c(N2CCN(C(=O)C3CCN(S(=O)(=O)c4cccc5nsnc45)CC3)CC2)c1	-50.0	-0.92	-0.78
CCCS(=O)(=O)N1CCCC(C(=O)NC2CCCCC2)C1 (stereo not drawn)	x	0.53	0.53
CNC(=O)c1[nH]cnc1C(=O)Nc1ccccc1C	52.6	-0.17	-1.02
CCOC(=O)c1[nH]c2ccccc2c1NC(=O)CN(C)C	-27.3	0.34	0.72
CC(=O)Nc1ccc(OCC(O)Cn2nc(C)c(C(C)=O)c2C)cc1 (stereo not drawn)	-8.6	0.69	0.45
CCOC(=O)Cn1c(N2CCCCCC2)nc2c1c(=O)[nH]c(=O)n2C	x	1.31	1.7
CCCN1Cc2cccc(C(=O)NC3CCCC3)c2C1=O	93.8*	0.92	0.96
OC(CNCCCN1CCCCC1)COc1ccccc1 (stereo not drawn)	-27.3	-0.34	-1.14
CC1=NN(c2cccc(C(=O)O)c2)C(=O)/C1=C\C=C\c1ccco1	-455.6	1.39	2.28
O=C(Nc1cccc(F)c1)c1ccccc1-c1ccccc1	x	-0.64	-0.52
COc1ccc(C2C3=C(CC(C)(C)CC3=O)Nc3n[nH]c(C)c32)cc1 (stereo not drawn)	x	1.52	0.43
O=C1CN(C(=O)c2ccco2)C(c2ccc(F)cc2)c2cc(Cl)ccc2N1 (stereo not drawn)	60.0	x	x
Cc1ccc(/C=C/C(=O)Nc2cccc3cccnc23)o1	0.0	-0.23	-0.26
CC(=O)NS(=O)(=O)c1ccc(N=NN2CCCCCC2)cc1	-80.0	x	x
CCn1c2ccccc2c2nnc(NN)nc21	23.1	-0.57	-1.48
O=C(COC(=O)Cc1c(Cl)cccc1Cl)Nc1ccc(OC(F)(F)F)cc1	40.0	-0.62	-0.57
CCCCn1c(-c2nonc2N)nc2ccccc21	-28.6	-1.52	-0.2
CCN(CC)S(=O)(=O)c1cc(C(=O)N(C)CC(=O)Nc2ccc(Cl)cc2)ccc1Cl	x	-0.92	-1.99

The results go on:
SMILES	INS promoter inh	SDO1 yeast rescue	SDO1 yeast rescue Rescue 24 h
O=C(CSc1nnnn1C1CCCCC1)N1c2ccccc2Sc2ccccc21	4.1	-1.13	-0.44
O=C(Oc1ccccc1)c1ccc(NC(=O)c2ccco2)cc1	25.0	-0.52	0.2
O=C(Cc1ccccc1)N/N=C\c1ccc(Br)o1	-53.3	-0.03	-0.81
Cc1ccc(Cl)cc1N1CCN(C(=S)NCc2ccco2)CC1	26.3	x	x
Cc1ccc(NC(=O)/C(=C\c2ccccc2)NC(=O)/C=C/c2ccccc2)cc1	-132.3	0.73	0.6
CCOC(=O)c1cc(C(=O)OCC)cc(-n2c(C)cc(C(=O)CN3CCOCC3)c2C)c1	27.3	0.84	0.74
COc1ccc(OC)c(N(CC(=O)Nc2cccnc2)S(=O)(=O)c2ccc(OC)c(OC)c2)c1	-236.4	0.34	-0.06
Cc1ccc(-c2nc(C)sc2CC(=O)Nc2cccc(C)c2C)cc1	-79.4	-0.84	-0.97
C=CCOC(=O)c1[nH]c2c(c1C)C(=O)CC(c1cc(OC)c(OC)c(OC)c1)C2 (stereo not drawn)	x	-0.42	-0.6
Cc1ccc(NC(=O)CN2C(=O)C3CCCCN3C(=O)c3ccccc32)cc1 (stereo not drawn)	-27.6	0.42	-0.46
COc1ccc(S(=O)(=O)Nc2cc(C(=O)NC(C)C)ccc2N2CCOCC2)cc1	35.5	0.2	-0.81
O=C(N/N=C\C=C\c1ccc2c(c1)OCO2)C1COc2cc3ccccc3cc2O1 (stereo not drawn)	-62.5	-1.23	-0.81
COc1ccc(-c2nnc(N(C)C(=O)c3ccno3)s2)cc1	0.0	0.41	0.63
CCOC(=O)N1CCN(c2c(NCC3CCCO3)c(=O)c2=O)CC1 (stereo not drawn)	x	0.84	0.11
Cc1ccccc1-n1nc(C)c2c1N=C1C(Cl)=CC(Cl)=CN1C2c1ccc(C(=O)O)cc1 (stereo not drawn)	-14.3	0.11	-0.34
Cc1nc(CNS(=O)(=O)c2cc(C)c(C)cc2C)cs1	7.1	-0.23	-0.42
COC(=O)c1cccc(COC(=O)c2ccc(N(C)C)cc2)c1	-17.2	-1.03	-1.19
CCSc1nc(=S)n(-c2ccccc2)c(C)c1C(C)=O	6.2	0.04	-0.18
Cc1cccc(NC(=O)CN2C(=O)S/C(=C\c3ccccn3)C2=O)c1	-55.6	x	x
Cc1ccc(C2CC(C(F)(F)F)n3ncc(C(N)=O)c3N2)cc1 (stereo not drawn)	7.7	0.05	-0.03
COC(=O)c1ccc(C(C(=O)NC2CCCCC2)N(Cc2ccccc2)C(=O)Cc2cccs2)cc1 (stereo not drawn)	-48.1	-0.38	-0.31
Cc1c(-c2ccccc2)nc2ccccc2c1C(=O)O	0.0	0.88	0.38
CN(C)c1cccc(C(=O)OCc2cc(=O)oc3cc(O)ccc23)c1	12.7	-2.55	-1.32
Cn1c(N/N=C/c2cccs2)nc2c1c(=O)n(Cc1ccccc1)c(=O)n2C	-10.3	-0.76	-1.28
COc1cc(NC(=S)NNC(=O)C(C)(C)O)cc(OC)c1	-15.8	x	x

Remaining list, next part:
SMILES	INS promoter inh	SDO1 yeast rescue	SDO1 yeast rescue Rescue 24 h
Cc1cc(C)c(C#N)c(SCc2ccccc2C(=O)O)n1	x	0.27	-0.33
CN(CC(=O)Nc1cccc2c1CCCC2)S(=O)(=O)c1ccc(Cl)cc1	38.5	-0.98	-0.55
COc1cccc(NC(=O)COC(=O)CCS(=O)(=O)c2ccc(C)cc2)c1	-11.1	x	x
O=C(NCc1cccnc1)c1cn(CCc2ccccc2)nn1	12.9	1.3	1.34
Nc1nc(NC(=O)C(Cl)(Cl)Cl)nn1-c1ccccc1	44.8	0.92	1.1
Cc1cc(=O)oc2c(CN(CC(C)C)CC(C)C)c(O)ccc12	50.0	-0.26	-0.72
CSc1ccc(/C=N/Nc2ccc(Cl)c(C(=O)O)c2)cc1	-155.6	x	x
CC(=O)OCC1OC(n2ncc(=O)n(Cc3ccccc3)c2=O)C(OC(C)=O)C1OC(C)=O (stereo not drawn)	27.8	x	x
Cc1c(C(=O)NN2CCN(C)CC2)cccc1[N+](=O)[O-]	-15.9	0.22	-0.89
CN(Cc1ccccc1)C(=S)NC(=O)c1ccc(-c2ccccc2)cc1	x	-0.26	1.29
